Lamin A splicing = changes lamin A minigene splicing in HeLa cells. HeLa LMNA splicing GFP/RFP minigene ratio, 48 h. Potency, µM (top dose mostly 46.1 µM), inactives show top-dose ratio change, negative = inhibition, usual class: inhibitors. actives 0.01% (n = 200,000); active = well fitted inhibition curve with a large enough effect in the signal ratio, with a control signal flat, not every such curve was filed as active; inconclusive = small, poorly fitted or top-dose-only effect, or effect the other way, or a change in a side signal; the % refers to the signal ratio; note: potency is the fitted concentration of half-maximal effect; % is set by controls: 0 for no effect and ±100 for the full control effect
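S3 HeLa cells stably expressing lamin A-EGFP splicing minigene plus DsRed2, 600 cells/well, 48 h compound exposure at 37C. Laser-scanning cytometry; analysed as GFP (500-530 nm)/RFP (575-640 nm) total intensity ratio; 0.5% DMSO vehicle.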
GAA glycogen = alters human alpha-glucosidase cleavage of glycogen. P10253. recombinant GAA, glycogen substrate, Amplex Red glucose oxidase fluorescence. Potency, µM (series often up to 76.4 µM), inactives show at the highest dose activity change, negative = inhibition, actives largely listed as inhibitors. actives 0.38% (n = 300,000);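 note: potency is the fitted concentration of half-maximal effect; 0% = full enzyme reaction and -100% = no-enzyme basal signal; the screen sought inhibitors and activators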
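Recombinant enzyme (4 nM final) with compounds titrated up to 77 uM and bovine liver glycogen (30 ug) in citrate pH 5.0, 0.01% Tween-20, 37 C 40 min. Released glucose detected by Amplex Red/glucose oxidase (Ex 573/Em 610); AC50 from Hill fits.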
CBFb RUNX1 block = CBF-beta/RUNX1 interaction disruption. 230,000 tested, under 10 active. AlphaScreen CBFb-His/RUNX1-biotin binding, biochemical. AID 1477. Potency, µM (top dose mostly 59.8 µM), for the others: top-dose activity, negative = inhibition, hits mostly inhibitors; note: % of control where 0% means no effect
Target sequence (Q01196 whole entry, looked up): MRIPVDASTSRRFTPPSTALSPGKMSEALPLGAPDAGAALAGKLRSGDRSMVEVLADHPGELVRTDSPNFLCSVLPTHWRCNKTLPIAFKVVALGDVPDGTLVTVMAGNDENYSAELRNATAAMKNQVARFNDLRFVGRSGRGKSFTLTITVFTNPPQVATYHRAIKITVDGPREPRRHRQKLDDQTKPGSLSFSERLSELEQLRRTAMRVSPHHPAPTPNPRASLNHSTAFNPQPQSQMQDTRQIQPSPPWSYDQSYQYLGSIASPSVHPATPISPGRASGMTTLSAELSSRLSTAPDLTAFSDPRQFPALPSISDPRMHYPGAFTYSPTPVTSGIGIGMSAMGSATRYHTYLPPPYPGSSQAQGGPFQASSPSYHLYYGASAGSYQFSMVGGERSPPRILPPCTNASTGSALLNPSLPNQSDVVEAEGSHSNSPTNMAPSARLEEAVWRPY
Target sequence (Q13951 whole entry, looked up): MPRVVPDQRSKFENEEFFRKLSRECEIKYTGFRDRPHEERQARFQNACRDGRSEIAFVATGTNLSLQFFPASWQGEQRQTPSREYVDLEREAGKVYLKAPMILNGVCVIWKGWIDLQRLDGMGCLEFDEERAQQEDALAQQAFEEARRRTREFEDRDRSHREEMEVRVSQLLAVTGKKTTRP
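Compounds were screened at multiple concentrations against a preformed CBF-beta(His)/RUNX1(biotin) complex (30 nM of each) for 15 min at room temperature, followed by 90 min with nickel and streptavidin beads and AlphaScreen reading.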
HTT aggregate = reduces HttQ103-GFP aggregates in PC12 cells; actives 1.1% (n = 220,000); Potency, µM (titrated, usually from 46.1 µM), inactives show top-dose activity change, negative = inhibition, most hits filed as inhibitors; AID 1688; PC12 HttQ103-GFP aggregates, Acumen cytometry, 40 h; note: potency is the fitted concentration of half-maximal effect; % is set by controls: 0 for no effect and ±100 for the full control effect; nearly all actives have a fitted effect of over 60% in size
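Inducible Q103 Huntingtin exon 1–GFP PC12 line, 1500 cells/well in phenol red free DMEM with 5% equine and 5% calf serum. Tebufenozide 100 nM induced expression; compounds titrated; aggregates quantified by cytometry.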
HTT cytoprotect = Huntington cell model cytoprotection by ATP luminescence; PC12 HTT-Q103 induced, cytoprotection, ATP luminescence, 40 h; actives 0.14% (n = 230,000); Potency, µM (top dose mostly 56.4 µM), inactives show cytoprotection (ATP increase), usual class: activators;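 note: potency is the fitted concentration of half-maximal effect; % of control where 0% means no effect; nearly all actives have a fitted effect of over 45% in size; toxic huntingtin expression switched on by the ecdysone agonist tebufenozide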
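Compounds added alongside 100 nM tebufenozide, which induces toxic Q103 huntingtin exon 1-GFP in stable PC12 cells; surviving cells quantified by luminescent ATP measurement. Medium: phenol red-free DMEM, 5% equine and 5% calf serum.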
GAA inh = inhibitors of human lysosomal alpha-glucosidase | P10253 | actives 0.005% (n = 200,000) | Potency, µM (titrated, usually from 76.9 µM), inactives show top-dose activity change, negative = inhibition, most hits filed as inhibitors | purified human GAA, 4-MU-alpha-glucoside fluorescence;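 note: potency is the fitted concentration of half-maximal effect; plate controls were uninhibited enzyme wells for no effect and no-enzyme background for full effect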
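qHTS format, compound range up to 77 uM. Human lysosomal enzyme at 4 nM, 400 uM 4-MU glucoside substrate, pH 5.0, 20 min room temperature; fluorescence after alkaline stop gives activity normalized to controls.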
GAA spleen mod = inhibits or activates alpha-glucosidase in human spleen homogenate; actives 0.006% (n = 240,000); human spleen homogenate, 4-MU-alpha-glucoside fluorescence; Potency, µM (doses to about 79.9 µM), for the others: at the highest dose activity change, negative = inhibition, hits mostly inhibitors; P10253; AID 2112;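 note: potency is the fitted concentration of half-maximal effect; 0% = enzyme with vehicle and -100% = no enzyme basal signal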
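Human spleen homogenate (1 ug) incubated with compounds and 1 mM 4-methylumbelliferyl-alpha-D-glucopyranoside in pH 5.0 citrate/phosphate buffer, 37 C, 40 min. Stopped at pH 10; 4-MU fluorescence (Ex 365/Em 440 nm); AC50 by Hill fit.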
Starred values were filed as active, the others as inactive; ? = inconclusive; / = not tested or not shown; [ ] = remark or other dose. Unless noted, calls come from the whole dose curve; as a rule, active = well fitted curve in the direction sought with a large enough effect; inconclusive = small, poorly fitted or top-dose-only effect, or another doubt; inactive = no such curve, though single readings can be large; an effect the other way counts as inactive or inconclusive. Rows were taken by chance; any-hit rate near 1.5%.

The first three entries, to show the layout:
Structure	Lamin A splicing	GAA glycogen	CBFb RUNX1 block	HTT aggregate	HTT cytoprotect	GAA inh	GAA spleen mod
Cc1ccc(-c2nc(C)sc2CC(=O)OCC(=O)Nc2c(F)cccc2F)cc1	-6.8%	13.1%	0.9%	-19.2%	11.6%[1.9 µM]	?	0.4%
CCOC(=O)c1c(NC(=O)Cn2nc(C(=O)O)c3ccccc3c2=O)sc(C)c1C	/	-6.0%	-0.7%	-2.5%[9.22 µM]	18.3%[10 µM]	-1.1%[15.4 µM]	0.5%
Cc1cc(C)n(-c2cc(N3CCN(S(=O)(=O)c4ccc(C)c(C)c4)CC3)ccc2[N+](=O)[O-])n1	-8.9%	-0.8%	-5.4%	-4.6%	-10.0%	6.2%	-8.5%

The list itself, from the start:
Structure	Lamin A splicing	GAA glycogen	CBFb RUNX1 block	HTT aggregate	HTT cytoprotect	GAA inh	GAA spleen mod
Cc1ccc(-c2nc(C)sc2CC(=O)OCC(=O)Nc2c(F)cccc2F)cc1	-6.8%	13.1%	0.9%	-19.2%	11.6%[1.9 µM]	?	0.4%
CCOC(=O)c1c(NC(=O)Cn2nc(C(=O)O)c3ccccc3c2=O)sc(C)c1C	/	-6.0%	-0.7%	-2.5%[9.22 µM]	18.3%[10 µM]	-1.1%[15.4 µM]	0.5%
Cc1cc(C)n(-c2cc(N3CCN(S(=O)(=O)c4ccc(C)c(C)c4)CC3)ccc2[N+](=O)[O-])n1	-8.9%	-0.8%	-5.4%	-4.6%	-10.0%	6.2%	-8.5%
CC1(C)Cc2cccc(OCC(=O)N3CCN(c4ccc([N+](=O)[O-])cc4)CC3)c2O1	?	6.1%	-4.2%	13.0%	29.8%[1.9 µM]	3.2%	-6.2%
COc1ccc(CCNC(=O)CN2CCN(c3cccc(C(F)(F)F)c3)CC2)cc1	?	-7.3%	-0.1%	-7.0%	2.8%	0.6%	-5.3%
Cc1cc(NC(=O)CCC(=O)N(c2cccc(F)c2)C(C(=O)NC2CCCC2)c2ccncc2)no1 (centres undefined)	-2.3%	-1.2%	-8.4%	-11.8%	5.3%	13.5%	0.5%
Cc1cc(C)c2c(=O)[nH]c(SCC(=O)N(C)C)nc2n1	3.3%	7.8%	3.1%	5.9%	29.5%	5.8%	-5.2%
O=C(CSc1nnc2ccccn12)Nc1ccc2c(c1)OCCO2	/	?	2.5%	-9.9%	-26.8%	-2.4%	7.8%
CCCCN(CC)C(=O)CN1C(=O)c2ccccc2C1=O	11.8%	-4.2%	-11.7%	-24.5%	-8.0%	2.9%	-1.3%
Cc1cccc(OCC(=O)N2CCN(S(C)(=O)=O)CC2)c1	2.9%[46 µM]	22.4%	-0.4%	7.6%[9.22 µM]	-15.4%	7.0%	-0.8%
COc1ccc(/C=C/C(=O)OCCCN(C)C)cc1	?	-0.9%	2.9%	15.6%	-36.1%[inhibitor]	1.5%	9.1%
O=C(CSc1ccc(Cl)cc1)N1N=CCC1c1ccccc1 (centres undefined)	/	-1.8%	8.9%	32.6%[9.22 µM]	12.9%[10 µM]	/	5.4%
O=C(Nc1cc(=O)[nH]c(=O)[nH]1)c1cccc(Br)c1	/	-9.9%	0.5%	9.3%	-116.2%[inhibitor]	?	-0.9%
O=C(Nc1ccccc1)/C(=C/c1ccccc1)c1ccccc1	?	-7.3%	29.2%	?	-43.9%[inhibitor]	13.2%	2.3%
Cc1nc(C)c(Oc2cccc(C(F)(F)F)c2)c(=O)[nH]1	/	-4.4%	5.2%	-6.9%[9.22 µM]	-6.3%[10 µM]	-1.1%	-0.5%

Reformatted with each value named: part of the list above.
Cc1ccc(-c2nc(C)sc2CC(=O)OCC(=O)Nc2c(F)cccc2F)cc1
- Lamin A splicing: -6.8%
- GAA glycogen: 13.1%
- CBFb RUNX1 block: 0.9%
- HTT aggregate: -19.2%
- HTT cytoprotect: 11.6%[1.9 µM]
- GAA inh: ?
- GAA spleen mod: 0.4%

CCOC(=O)c1c(NC(=O)Cn2nc(C(=O)O)c3ccccc3c2=O)sc(C)c1C
- Lamin A splicing: /
- GAA glycogen: -6.0%
- CBFb RUNX1 block: -0.7%
- HTT aggregate: -2.5%[9.22 µM]
- HTT cytoprotect: 18.3%[10 µM]
- GAA inh: -1.1%[15.4 µM]
- GAA spleen mod: 0.5%

Continuation:
Structure	Lamin A splicing	GAA glycogen	CBFb RUNX1 block	HTT aggregate	HTT cytoprotect	GAA inh	GAA spleen mod
O=C(CSc1nnc(-c2ccc(Br)cc2)n1C1CCCCC1)N1CCCC1	-0.9%	-9.9%	-0.8%	2.9%	12.9%[10 µM]	0.2%	-7.4%
COc1ccc(N(CC(=O)NCc2ccc(C)cc2)S(=O)(=O)c2c(C)nn(C)c2C)cc1	?	-4.7%	-1.0%	30.2%	/	-4.5%	-4.0%
O=C(Nc1ncccn1)c1cc(-c2ccc(F)cc2)nc2ccccc12	/	-4.4%	3.3%	1.8%	7.2%[10 µM]	-5.3%	-1.6%
CCOC(=O)C1C(C(=O)OC)=C(C2=CCCCC2)c2ccccc2N1S(=O)(=O)C(F)(F)F (centres undefined)	/	/	25.6%	/	17.7%	/	7.6%
O=C(Nc1ccc(S(=O)(=O)N2CCN(Cc3ccccc3)CC2)cc1)c1cnccn1	?	-6.7%	2.4%	-0.9%[9.22 µM]	-5.7%[10 µM]	?	6.4%
FC(F)(F)c1ccc(Oc2ccc3ccccc3c2Br)nc1	-3.9%	-4.8%	19.7%	4.5%	0.5%[10 µM]	-1.0%	3.2%
CC(C)[C@H](NC(=O)c1ccc(Cl)c([N+](=O)[O-])c1)C(=O)NCc1ccc(F)cc1	-5.9%	14.3%	-5.6%	-6.9%	1.4%[10 µM]	1.6%	-3.7%
O=[N+]([O-])c1ccc(C2OCCO2)cc1CS(=O)(=O)c1ccccc1	8.6%[46 µM]	-2.0%	8.1%	?	-50.2%[inhibitor]	-1.5%	0.8%
COc1cc2c(cc1OC)C(SC)=NC1(CCCC1)C2	/	0.4%	-2.7%	2.6%[9.22 µM]	10.2%[10 µM]	-3.9%	-6.5%
CCOC(=O)c1cnn(-c2nc(-c3ccc(C)cc3)cs2)c1C(F)(F)F	-8.0%	-12.9%	21.0%	9.3%	-13.4%	-12.1%	-20.1%
CN(C)/C=C/C(=O)c1ccc(Cl)s1	/	-6.9%	-0.1%	2.9%	-8.6%[10 µM]	?	-10.8%

High-throughput results: PubChem BioAssay, National Center for Advancing Translational Sciences (NCATS)
